KB-3-1 tox: KB-3-1 parental cell cytotoxicity; KB-3-1 viability, CellTiter-Glo ATP luminescence, 72 h; Potency, µM (highest dose often 46.1 µM), without a hit: at the top dose activity change, negative = cytotoxic, most hits filed as cytotoxic; 400,000 tested, 1.4% active; AID 1347075; also: potency is read from the fitted curve at half-maximal effect; % is scaled to controls: 0 for no effect and ±100 for the full control effect; nearly all actives have a fitted effect of over 60% in size
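KB-3-1 parental drug-naive adenocarcinoma cells in DMEM/10% FBS, incubated 72 h at 37 C with pin-transferred compounds across a concentration series. Viability by CellTiter-Glo luminescence; concentration-response curves fitted after normalization.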
HT1080 IDH1KD tx: toxicity to HT-1080 IDH1 knockdown cells (counter line) | HT-1080 IDH1 knockdown viability, ATP luminescence, 48 h | Potency, µM (top dose mostly 46.1 µM), for inactives: at the top dose activity, negative = toxicity, actives largely listed as cytotoxic | 360,000 tested, 2% active | AID 686971;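 also: potency is read from the fitted curve at half-maximal effect; 0% = DMSO wells and -100% = cell-free medium wells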
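After a 2 h attachment period, IDH1KD HT-1080 cells took pin-transferred compound for 48 h at 37 °C; ATP-based luminescence after 10 min room-temperature reagent incubation reported viability.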
ATXN viability: cell viability loss in ATXN counter-screen. S2 cells (HEK-293 line with an ATXN2-luciferase reporter) viability, CellTiter-Fluor protease fluorescence, 24 h. Potency, µM (doses to about 56.7 µM), actives largely listed as cytotoxic. 400,000 tested, 0.49% active. AID 651635; also: potency is read from the fitted curve at half-maximal effect; nearly all actives have a fitted effect of over 40% in size
ATXN2 expr inh: reduces ATXN2 reporter expression in HEK-293 cells. HEK-293 ATXN2-luciferase reporter, luminescence, 24 h. AID 1745845. 360,000 tested, 0.72% active. Potency, µM (top dose mostly 57 µM), inactives show at the highest dose activity change, negative = inhibition, most hits filed as inhibitors; also: potency is read from the fitted curve at half-maximal effect; % is scaled to controls: 0 for no effect and ±100 for the full control effect; nearly all actives have a fitted effect of over 55% in size
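qHTS (up to 57 uM final) was run with 24 h compound exposure of reporter cells at 37 °C. Each well was multiplexed: SteadyGlo luminescence measured ATXN2-luciferase expression after a fluorogenic Gly-Phe-AFC viability readout (25 uM final).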
SW480 rerep: induces DNA re-replication in SW480 colon adenocarcinoma cells | SW480 DNA re-replication, Hoechst DNA content imaging, 48 h | Potency, µM (titrated, usually from 46.1 µM), for inactives: at the highest dose re-replication activation, usual class: activators | 340,000 tested, 1.8% active | AID 624297; also: potency is read from the fitted curve at half-maximal effect; % of control where 0% means no effect; nearly all actives have a fitted effect of over 55% in size
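Image-based DNA-content assay: after two days of treatment, nuclei were labelled with the DNA dye Hoechst and imaged, and hits were compounds raising the count of nuclei showing high fluorescence intensity.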
MCF10A rerep: DNA re-replication induction in MCF 10a cells; Potency, µM (highest dose often 46.1 µM), for inactives: top-dose activity, positive = re-replication, most hits filed as activators; AID 624296; 350,000 tested, 2.9% active; MCF 10A DNA re-replication, Hoechst nuclear intensity, 48 h; also: potency is read from the fitted curve at half-maximal effect; % of control where 0% means no effect; nearly all actives have a fitted effect of over 50% in size
HT1080-NT tox: kills 2HG-producing HT-1080-NT fibrosarcoma cells. 360,000 tested, 1.6% active. AID 686970. HT-1080-NT fibrosarcoma viability, CellTiter-Glo ATP luminescence, 48 h. Potency, µM (titrated, usually from 46.1 µM), for the others: at the highest dose activity, negative = less viability, hits mostly cytotoxic;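 also: NT is the 2HG producing partner of a matched IDH1 knockdown line; potency is read from the fitted curve at half-maximal effect; 0% = DMSO-treated cells and -100% = media-only wells without cells; nearly all actives have a fitted effect of over 55% in size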
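Fibrosarcoma NT cells, 750 per well in 5% FBS RPMI, were exposed to compound for 48 hours. Viability: CellTiter-Glo luminescence.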
IL-1B inflam inh: blocks inflammasome-driven IL-1 beta release. AID 743279. THP-1 LPS/ATP IL-1B secretion, AlphaLISA, 16 h; hits give low values. activity change, % at 57.5 µM. 360,000 tested, 4.7% active; in the data active = activity change below about -50%; inconclusive = mostly about -30% to -49%; also: % is scaled to controls: 0 for no effect and ±100 for the full control effect
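THP-1 cells pretreated 1 hr with compounds (up to 57.5 uM final), then stimulated with LPS (250 ng/mL final) plus ATP (1.25 mM final); secreted IL-1B measured by AlphaLISA after 16 hr, decreased signal indicating inhibition.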
KB-V1 cytotox: KB-V1 MDR subline cytotoxicity; KB-V1 MDR cells viability, CellTiter-Glo, 72 h; Potency, µM (top dose mostly 46.1 µM), inactives show top-dose activity change, negative = cytotoxicity, actives largely listed as cytotoxic; 400,000 tested, 3.4% active; AID 1347076; also: potency is read from the fitted curve at half-maximal effect; % is scaled to controls: 0 for no effect and ±100 for the full control effect; nearly all actives have a fitted effect of over 60% in size
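Compound-treated KB-V1 multidrug-resistant cells, 72 h, 37 degrees C; viability by CellTiter-Glo. Fitted qHTS curves give the values.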
Numbers without * were called inactive; i = inactive; ? = inconclusive; / = not tested or not shown; [ ] = remark or other dose. Unless noted, calls follow the shape of the dose curve; as a rule, active = well fitted curve in the direction sought with a large enough effect; inconclusive = small, poorly fitted or top-dose-only effect, or another doubt; inactive = no such curve, though single readings can be large; an effect the other way counts as inactive or inconclusive.

compound	KB-3-1 tox	HT1080 IDH1KD tx	ATXN viability	ATXN2 expr inh	SW480 rerep	MCF10A rerep	HT1080-NT tox	IL-1B inflam inh	KB-V1 cytotox
O=C(COC(=O)C1CC2C=CC1C2)Nc1cccc(S(=O)(=O)N2CCOCC2)c1 (centres undefined)	4%	-1%	i	-13%	8%	-4%	3%	-6	15%
Fc1cccc(Cc2noc(CN3CCCCC3CCc3ccccn3)n2)c1 (centres undefined)	-4%	0%	i	-24%	5%	11%	-22%	-79*	-13%
Cc1ccc(Cl)cc1NC(=O)CN1C(=O)CCc2ccccc21	5%	/	i	-8%	/	/	/	/	-1%
Cc1ccc(NC(=O)c2ccco2)c(NC(=O)c2ccccc2)c1	10%	-9%	i	-1%	-1%	-1%	2%	24	-2%
CCOC(=O)C1C(=O)C=C(c2cccs2)CC1c1ccccc1C (centres undefined)	-2%	-3%	i	1%	2%	?	-10%	2	-12%
C[C@@H](NC(=O)[C@@H]1Cc2ccccc2CN1C(=O)OC(C)(C)C)C(=O)NCc1ccco1	6%	4%	i	4%	-13%	-2%	-3%	-5	-5%
COc1ccc(S(=O)(=O)N(C)CC(=O)NCC2CCCO2)cc1OC (centres undefined)	16%	18%	i	5%	0%	?	22%	-11	-4%
Cc1ccc(C(=O)N/N=C\c2ccccc2[N+](=O)[O-])cn1	17%	12%	i	25%	0%	-3%	4%	3	-2%
CC(C)(C)OC(=O)NCc1ccc(NC(=O)c2nc[nH]c2C(=O)NCCCNC(=O)c2[nH]cnc2C(=O)Nc2ccc(CNC(=O)OC(C)(C)C)cc2)cc1	-6%	0%	i	-15%	?	?	-5%	84	26%
CCOC(=O)N1N=C(c2ccc(OC)cc2)CC1(O)C(F)(F)F (centres undefined)	0%	1%	i	/	-76%[inhibitor]	-1%	3%	-12	-11%
COc1cc(NC(=O)c2cc(-n3cnnc3)ccc2Cl)cc(OC)c1	7%	-8%	i	5%	-7%	1%	0%	-3	17%
Cc1cc(Nc2nc3ccccc3[nH]c2=O)n(-c2ccccc2)n1	-24%	?	i	-1%	?	?	?	22	?
CN(C)Cc1c(O)ccc2occ(C(=O)c3ccccc3)c12	17%	-29%	i	-17%	-3%	-2%	8%[9.24 µM]	3	?
CCOc1ccc(NC(=O)CN(C)C(=O)c2ccc3nc(CC)c(CC)nc3c2)cc1OCC	?	2%	i	-1%	-7%	0%	1%	-5	-23%
COC(=O)COc1ccc(S(=O)(=O)N2CCCCCC2)cc1	1%	6%	i	-3%	-6%	5%	1%	19	1%

Reprinted at random: 4 records from the list
compound	KB-3-1 tox	HT1080 IDH1KD tx	ATXN viability	ATXN2 expr inh	SW480 rerep	MCF10A rerep	HT1080-NT tox	IL-1B inflam inh	KB-V1 cytotox
CN(C)Cc1c(O)ccc2occ(C(=O)c3ccccc3)c12	17%	-29%	i	-17%	-3%	-2%	8%[9.24 µM]	3	?
Cc1cc(Nc2nc3ccccc3[nH]c2=O)n(-c2ccccc2)n1	-24%	?	i	-1%	?	?	?	22	?
CCOc1ccc(NC(=O)CN(C)C(=O)c2ccc3nc(CC)c(CC)nc3c2)cc1OCC	?	2%	i	-1%	-7%	0%	1%	-5	-23%
COc1ccc(S(=O)(=O)N(C)CC(=O)NCC2CCCO2)cc1OC (centres undefined)	16%	18%	i	5%	0%	?	22%	-11	-4%

(more compounds)
compound	KB-3-1 tox	HT1080 IDH1KD tx	ATXN viability	ATXN2 expr inh	SW480 rerep	MCF10A rerep	HT1080-NT tox	IL-1B inflam inh	KB-V1 cytotox
CCCC1=C(C(=O)OCC)C(c2ccncc2)n2ncnc2N1 (centres undefined)	6%	1%	i	12%	-7%	3%	11%	6	8%
O=C(c1ccc(F)cc1F)N1CCC(N2CCC(C(=O)N3CCOCC3)CC2)CC1	2%	21%	i	5%	4%	1%	8%	-2	15%
CCOC(=O)c1c(NC(=O)CSc2nnc(C)c(=O)[nH]2)sc2c1CCC2	1%	-2%	i	-6%	-1%	18%	5%	7	24%
Cc1ccccc1-c1noc(CSc2nc3ccccc3[nH]2)n1	-15%	/	i	-34%	/	/	/	/	18%
S=C1NCCNC(=S)NCCOCCOCCN1	-2%	14%	i	7%[11.3 µM]	-11%	-7%	19%	18	15%
CCN(CC(=O)Nc1ccc(Cl)c(C(F)(F)F)c1)CC(=O)NC1CCS(=O)(=O)C1 (centres undefined)	-7%	-7%	i	-19%	8%	0%	-14%	-9	2%
CC(C)(C)C1CCc2c(sc(NC(=O)c3cc4ccccc4c(=O)o3)c2C(N)=O)C1 (centres undefined)	7%	/	i	16%	/	/	/	/	-5%
Cc1ccc(N(CC(=O)NC(C)C)C(=O)CCC(=O)Nc2nccs2)cc1	2%	-4%	i	193%[activator]	?	26%	-12%	0	-5%
CCn1nc(C)cc1C(=O)N1CCc2c([nH]c3ccccc23)C1c1cc(F)ccc1F (centres undefined)	?	23µM*	i	27%	?	?	?	?	?
Cc1ccc(S(=O)(=O)N2CCOCC2)cc1NC(=O)CNCc1ccccc1Cl	-2%	-8%	i	0%	5.2µM*	?	-1%	-18	0%
Cc1nn(-c2ncc(C(F)(F)F)cc2Cl)c(=O)n1-c1c(F)cccc1F	2%	10%	i	/	-1%	0%	16%	0	6%
COc1cc(C(=O)Nc2ccc(NC(=O)c3ccccc3)nc2)cc(OC)c1OC	-2%	0%	i	-23%	-7%	15%	0%	-3	?
O=C(NCCN1CCOCC1)c1cc(-c2cccc(O)c2)on1	11%	9%	i	-12%	4%	18%	18%	12	0%
COCCCn1c(SCC(=O)N2CCCCC2C)nnc1-c1ccco1 (centres undefined)	-9%	-2%	i	-1%	-15%	-2%	0%	-5	0%
CCOC(=O)N1CCN(C(=S)Nc2cc(S(=O)(=O)N3CCOCC3)ccc2Cl)CC1	?	-13%	i	-17%	-18%	?	3%	-11	8%
CCC(=O)N1CCc2cc(S(=O)(=O)N3CCN(c4ccccc4F)CC3)ccc21	?	/	i	5%	/	/	/	/	0%
COc1cccc(CN2C(=O)c3ccccc3Sc3ccc(C(=O)N(C)Cc4ccccc4)cc32)c1	-10%	/	i	-35%	/	/	/	/	0%
COc1ccc(-c2csc(NC(=O)c3ccc(S(=O)(=O)N4CCc5ccccc5C4)cc3)n2)c(OC)c1	-18%	-9%	i	-25%	1%	11%	0%	20	-15%
CN(CC(=O)Nc1ccc(Cl)c(C(F)(F)F)c1)C(=O)C1CSC2(C)CCC(=O)N12 (centres undefined)	-1%	-11%	i	2%	-7%	9%	3%	-3	-21%
O=C(O)CNC(=O)C1(NC(=O)OCc2ccccc2)CCCC1	-6%	-7%	i	-7%	15%	4%	-2%	7	0%
O=C(COc1ccc(Cl)cc1)NNC(=O)C(=O)N1CCCCC1	-3%	-17%	i	-2%	-1%	2%	-2%	6	19%
CCOc1ccc(C2C(C(=O)c3cccs3)=C(O)C(=O)N2Cc2cccnc2)cc1 (centres undefined)	0%	21%	i	-9%	-4%	?	-1%	-12	0%
CN(C)CCCNc1nc2cc(-c3ccc4c(ccn4C)c3)sc2c(=O)n1C	0%	?	i	11%	/	/	?	-28	0%
O=c1c2c(nc3n1CCCCC3)-c1ccccc1CC21CCCCC1	10%	6%[9.24 µM]	i	11%	1%	1%	-20%	20	4%
CCc1cc2c(=O)n(-c3ccccc3)c(SCC(=O)O)nc2s1	17%	6%	?	-20%	18µM*	-5%	4%	5	30%
Cc1ccc(OCC(=O)Nc2cc(C)on2)c([N+](=O)[O-])n1	-6%	28%	i	9%	-13%	-1%	17%	-8	-5%
CCN(CC)S(=O)(=O)c1ccc(N2CCOCC2)c(NC(=O)c2cccc(C#N)c2)c1	2%	4%	i	-10%[2.22 µM]	-43%[inhibitor][1.84 µM]	-2%	3%	8	-22%
COc1ccc(-c2cn(CCC(=O)O)c(C)n2)cc1	11%	1%	i	12%	-3%	-7%	12%	16	?
OC(c1cc(F)cc(Cl)c1)c1ncc(-c2cccc(C(F)(F)F)c2)[nH]1 (centres undefined)	?	?	i	?	/	/	?	-8	?
Cc1cc(N2CCN(c3ccc([N+](=O)[O-])c4cccnc34)CC2)c2ccccc2n1	16µM*	?	?	?	9%	?	?	-94*	?
CC(=O)Nc1c(O)nc(SCC(=O)Nc2ccc(C(C)=O)cc2)[nH]c1=O	0%	0%	i	66%[activator]	1%	-7%	7%	-1	-2%
COc1cccc(NC(=O)CN(C)C(=O)c2cc(S(=O)(=O)NCc3ccccc3)ccc2C)c1	-1%	-9%	i	-1%	-4%	-3%	-5%	0	3%
CC(=O)Nc1ccc(NC(=O)COc2ncnc3ccccc23)cc1	-24%	1%	i	/	0%	19%	-7%	4	-18%
Cn1c2c(c(=O)n(C)c1=O)[C@@H]1c3c(ccc4ccccc34)OC[C@@H]1CO2	2%	3%	i	-17%	0%	-7%	-1%	9	-6%
COc1ccccc1NCC(=O)N/N=C/c1cccnc1	1%	-1%	i	5%	-1%	-6%	-3%	0	-24%
NC(=O)CSc1nc2cc3c(cc2c(=O)n1CCCC(=O)NCc1ccc2c(c1)OCO2)OCO3	?	-17%	?	-18%	-1%	5%	-18%	4	1%
COc1ccc(NC(=O)COC(=O)/C=C/c2ccc(OC)c(S(=O)(=O)N3CCOCC3)c2)cc1	-9%	-14%	i	5%	5%	?	?	9	-13%
CC(C)(C)NC(=O)c1cc(F)c(F)cc1Cl	1%	14%	i	-5%	2%	2%	9%	-8	14%
C/C(=N\Nc1cccc(C(F)(F)F)c1)c1ccc(O)cc1	-3%	-28%	/	10%	-9%	4%	-23%	-1	-28%

Bioassay records (PubChem)
